Screens as filed in PubChem.
Salmonella PhoP GFP = Inhibition of PhoP regulon, Salmonella typhi GFP reporter cells, confirmation, 4 h (AID 1850); Salmonella Typhi PhoP-promoter GFP reporter, fluorescence, 4 h; higher % means a stronger effect; actives 0.33% (n = 310,000); one-dose inhibition, % at 50 µM; IC50 in µM for titrated hits; in the data active means a potency from the dose series; inconclusive means inhibition mostly from about 25% at the one dose, without a potency; inactive means the rest, 99 in 100 with inhibition below about 19%;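 further: 0% = induced wells with vehicle and 100% = uninduced wells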
inhibitors of VEEV = inhibitors of VEEV TC-83 cytopathic effect, confirmation, Vero cells (AID 588727) | Vero cells, VEEV TC-83 cytopathic effect inhibition; higher % means a stronger effect | inhibition, % at 20 µM; hits with a dose series show IC50 in µM | actives 0.13% (n = 350,000); in the data active means a potency from the dose series; inconclusive means inhibition mostly from about 14% at the one dose, without a potency; inactive means the rest, 99 in 100 with inhibition below about 12%; further: strong numbers were not always called active
tuberculosis growth = growth inhibition of non-replicating M. tuberculosis (AID 488890); Mycobacterium tuberculosis non-replicating, growth inhibition; higher % means a stronger effect; inhibition, % at 25 µM; hits with a dose series show IC50 in µM; actives 0.39% (n = 320,000); in the data active means a potency from the dose series; inconclusive means inhibition mostly from about 82% at the one dose, without a potency; inactive means the rest, 99 in 100 with inhibition below about 76%;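 further: plate controls were DMSO cells for no effect and high antibiotic wells for full effect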
influenza NS1A = NS1A inhibition, H1N1 influenza, cell based functional assay (AID 504329) | NS1A functional cell-based assay, percent inhibition; higher % means a stronger effect | actives 0.3% (n = 340,000) | inhibition, % at 12.5 µM; hits with a dose series show IC50 in µM; in the data active means a potency from the dose series; inconclusive means inhibition above about 27% without an active follow-up result; further: strong numbers were not always called active
H37Rv inhibition = M. tuberculosis growth inhibition, HTS (AID 449762); M. tuberculosis H37Rv growth inhibition, 7H9 media; higher % means a stronger effect; one-dose inhibition, % at 25 µM; IC50 in µM for titrated hits; actives 0.59% (n = 330,000); in the data active means a potency from the dose series; inconclusive means inhibition above about 70% without an active follow-up result;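 further: bacterial growth assessed after seven days of incubation; strong numbers were not always called active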
* = called active by the depositor; i = inactive; ? = inconclusive; . = not tested or not shown; & = joins results of further samples. No enrichment for hits (roughly 1.6% active in at least one column).

SMILES	Salmonella PhoP GFP	inhibitors of VEEV	tuberculosis growth	influenza NS1A	H37Rv inhibition
c1ccc(NCCCNc2ccccc2)cc1	2%	0.1%	64%	13%	2%
COc1ccc(C2C(C(=O)N3CCC(C(N)=O)CC3)CC(=O)N2c2ccc(OC)cc2)cc1 (stereo not drawn)	-2%	0.4%	-9%	2%	-5%
Cc1cc(NC(=O)CSc2ccc3nnc(CCNC(=O)c4ccccc4)n3n2)no1	-9%	i	-6%	-10%	-5%
Cn1cc(CNC(=O)Nc2ccc3c(c2)OCO3)cn1	-6%	4.2%	1%	0%	1%
O=C(NCCS(=O)(=O)c1ccc(Cl)cc1)c1ccc(F)cc1	-1%	0.3%	1%	-6%	-2%
Cc1cc(-c2nnc(SCC(=O)c3ccc4c(c3)OCCO4)o2)no1	-5%	1.1%	25%	-4%	-6%
CC(=O)c1ccc(NC(=O)Nc2ccc3c(c2)nc(C)n3C)cc1	8%	0.9%	-4%	5%	-3%
Cn1c(=O)c2c(ncn2CCOc2cccc(Br)c2)n(C)c1=O	-13%	0.5%	8%	-1%	1%
CCCCN(CCCC)CC(O)COc1ccccc1C(=O)Nc1ccccc1 (stereo not drawn)	4%	i	33%	9%	15%
COc1ccc2c(-c3ccccc3)cc(SCC(=O)NC(N)=O)nc2c1	6%	0.5%	-5%	-3%	0%
COc1ccccc1NC(=O)c1c([N+](=O)[O-])c(C(C)(C)C)nn1C	3%	1.9%	2%	12%	5%
CCC(Sc1ncccc1C(=O)OCCN1CCCC1=O)C(=O)NCc1ccco1 (stereo not drawn)	-3%	i	-9%	8%	0%
COc1ccc(-c2ccc(NC(=O)c3ccco3)cc2)nn1	-1%	0.4%	5%	-2%	2%
O=C1N(c2ccccc2)C2CS(=O)(=O)CC2N1c1ccc(Cl)c(Cl)c1 (stereo not drawn)	-3%	1.2%	9%	-5%	-9%
COC(=O)CCSCC(=O)N1N=C(c2ccc(OC)cc2)CC1c1cccc(OC)c1OC (stereo not drawn)	4%	1.4%	13%	7%	-3%
Cc1ccc(O)c(N=Nc2ccc(S(=O)(=O)N3CCOCC3)cc2)c1	6%	1.5%	22%	0%	-7%
Cn1c(=O)n(Cc2ccccc2Cl)c(=O)c2c1[nH]c(=S)n2C	-5%	0.2%	-11%	-3%	5%
COc1cc2c(cc1NC(=O)CN1CCN(S(=O)(=O)c3ccccc3F)CC1)oc1ccccc12	2%	10%	-3%	-10%	-11%
Cn1nc(C(=O)Nc2cccc(S(=O)(=O)N3CCCC3)c2)c2ccccc2c1=O	.	9.0%	39%	-3%	-6%
CNC(=O)c1cn2c3c(ccc(Cl)c3c1=O)OC(C)C2 (stereo not drawn)	.	0.7%	.	-6%	.
CCOC(=O)c1ccc(-n2ncc(C(=O)OCC)c2N)cc1	1%	0.5%	38%	-1%	9%
Cc1cccc(N2CCN(C(=O)c3ccccc3NC(=O)C3CCCCC3C(=O)O)CC2)c1 (stereo not drawn)	-3%	0.1%	-7%	-5%	-5%
N#CCCn1cc(C=C2C(=O)NC(=O)NC2=O)c(-c2ccccc2)n1	3%	1.5%	12%	2%	0%
O=C(O)C[C@H]1c2cc(F)ccc2S(=O)(=O)N1C1CCCCC1	-5%	i	-4%	-5%	-2%
COc1ccc(Cl)cc1NC(=S)N(Cc1ccc(C(=O)O)cc1)Cc1ccc(OC)c(OC)c1	4%	1.9%	6%	3%	4%
Cc1ccccc1-n1c(SCC(=O)Nc2c(C)cccc2C)nc(O)cc1=O	-23%	i	9%	8%	5%
CC(C)C(=O)NNC(=O)CN1CCN(c2nc(-c3ccccc3)cs2)CC1	0%	0.3%	27%	-5%	-10%
COc1ccc(/C=C/C(=O)OCC(=O)NCCC2=CCCCC2)cc1S(=O)(=O)N1CCOCC1	1%	1.7%	-4%	-34%	-3%
COCCn1c(Cc2ccccc2)nnc1SCC(=O)Nc1cc(C)on1	-1%	i	10%	2%	-3%
COc1ccc(N2C(=S)NC3CS(=O)(=O)CC32)cc1 (stereo not drawn)	-3%	i	-10%	0%	-13%
COc1cccc(NC(=O)CCNS(=O)(=O)c2cccc3nonc23)c1	12%	2.8%	-1%	-11%	1%
NNC(=O)C1CC(O)CN1S(=O)(=O)c1ccc2ccccc2c1 (stereo not drawn)	.	2.1%	-1%	-14%	7%
CCOc1ccccc1NC(=O)CN1CCC(C(=O)c2ccc(OC)cc2)CC1	9%	1.3%	69%	9%	?
COC(=O)c1cc(-c2cccs2)nc2ccccc12	20%	1.3%	6%	-24%	4%
COc1cc(-c2nnc(SCC(=O)N(Cc3ccccc3)C(C)(C)C)o2)cc(OC)c1OC	-9%&-4%	8.9%	20%	0%	32%
Cc1[nH]c2ccccc2c1C(=O)COC(=O)C1CC(=O)N(Cc2ccco2)C1 (stereo not drawn)	-5%	6.0%	0%	4%	-3%
CCCCOC(=O)C1=C(N)OC2=C(C(=O)CCC2)[C@]12C(=O)Nc1ccccc12	-6%	2.5%	12%	6%	2%
CCOc1cc(/C=C(\C#N)C(=O)Nc2cccc(C(=O)O)c2)cc(Br)c1OC(=O)c1ccc(OC)cc1	-13%	0.7%	15%	-6%	12%
CCOc1ccc(-c2nnc(SCC(=O)NC(C)(C)C)nc2-c2ccc(OCC)c(OC)c2)cc1OC	6%	2.8%	8%	1%	4%
Cc1cc(NC(=O)CCC(=O)N(Cc2ccco2)C(C(=O)NC2CCCC2)c2ccc(F)cc2)no1 (stereo not drawn)	-72%	4.5%	3%	-9%	0%
CCn1c(CNC(=O)Cc2ccc(OC)cc2)nnc1SCC(=O)Nc1nccs1	-10%	i	4%	-16%	4%
COc1ccc(NC(=O)CN(C)C(=O)CSc2ccc3c(c2)OCCO3)cc1	-9%	3.2%	-6%	-16%	-5%
O=C1OC2(O)C3C4C=CC(C4)C3C(=O)N2c2ccccc21 (stereo not drawn)	-6%	3.5%	-8%	6%	4%
CCCn1c(SCC(=O)Nc2cccc(C(=O)OCC)c2)nnc1-c1ccoc1C	12%	2.1%	23%	1%	-6%
COc1cc(C(=O)OC(C)CN2CCCCC2)cc(OC)c1OC (stereo not drawn)	0%	1.3%	14%	-5%	7%
O=C(COc1ccc(C(=O)O)cc1)Nc1cccc(C(F)(F)F)c1	15%	0.4%	-23%	4%	-11%
COc1ccc(C(=O)CSc2ccccc2C(=O)O)cc1	-7%	0.6%	12%	-8%	49%
CCN(Cc1nc2cc(Cl)ccc2c(=O)[nH]1)C(=O)C1CC(=O)N(c2cccc3ccccc23)C1 (stereo not drawn)	.	9.7%	?	-8%	-4%
Cc1c(OCc2nn[nH]n2)ccc2c3c(c(=O)oc12)CCC(C)C3 (stereo not drawn)	-5%	i	19%	0%	-18%
COc1ccccc1OCC(=O)Nc1cccc(N(C)S(C)(=O)=O)c1	-4%	i	-1%	5%	-6%

Following part
SMILES	Salmonella PhoP GFP	inhibitors of VEEV	tuberculosis growth	influenza NS1A	H37Rv inhibition
Cc1cccc(N(C(=O)c2nsc(Cl)c2Cl)C(C(=O)NC2CCCC2)c2ccc(O)cc2)c1C (stereo not drawn)	1%	6.4%	52%	1%	22µM*
CCN1CCN(C(=O)C2(NC(=O)Nc3ccccc3Cl)CCCCC2)CC1	7%	i	-1%	2%	-11%
O=C(COc1ccc(Br)cc1)NNC(=S)NC(=O)c1ccccc1[N+](=O)[O-]	0%	4.5%	66%	-3%	1%
C=CCNc1cc(C(F)(F)F)nc(-c2ccccn2)n1	0%	2.3%	?	-13%	?
Fc1cccc(Cc2noc(CN3CCC(c4ccncc4)CC3)n2)c1	-7%	0.9%	13%	-5%	-4%
Cc1ccc2sc(N(CCN(C)C)C(=O)c3ccc(S(=O)(=O)N4CC(C)OC(C)C4)cc3)nc2c1C (stereo not drawn)	-13%	2.8%	20%	-4%	-1%
CCC(C)NC(=O)C1CCN(S(=O)(=O)N2CCCC2)CC1 (stereo not drawn)	-2%	0.1%	-14%	-4%	-3%
CCN(c1ccccc1)S(=O)(=O)c1ccc(OCc2c(C)noc2C)cc1	-12%	1.1%	14%	8%	-11%
Cc1cccc(NC(=O)NNC(=O)CCc2ccccc2)c1	-1%	1.5%	-17%	0%	-1%
COc1ccccc1/C=C/CN1CCCC(CO)(Cc2cccc(Cl)c2)C1 (stereo not drawn)	-14%	i	77%	12%	?
O=C(COc1ncnc2ccc(Br)cc12)NC1CCCC1	.	i	-2%	3%	-2%
COc1cccc(CN(C)C(=O)c2ccc(NC(=O)CC3SC(N4CCCCC4)=NC3=O)cc2)c1OC (stereo not drawn)	.	2.5%	.	-5%	.
COc1ccc(CSCCN)cc1Cl	26%	1.1%	8%	0%	4%
O=c1[nH]c(=O)n(-c2ccc(F)cc2)c(O)c1C=NCCN1CCCCC1	11%	1.4%	0%	7%	-10%
N#CCSCC(=O)Nc1ccccc1	6%	1.4%	-7%	-5%	1%
CC(=O)NC(=S)Nc1cc(C(=O)O)ccc1Cl	-2%	0.8%	7%	-7%	11%
COc1ccc(NC(=O)CN(C)C(=O)/C=C/c2cn(-c3ccccc3)nc2-c2ccc(F)cc2)cc1	-1%	8.0%	0%	3%	?
O=Cc1ccccc1-n1cncn1	-1%	i	4%	-10%	-4%
CCN(CC(=O)Nc1c(F)cccc1F)C(=O)c1cc(S(=O)(=O)N(C)C)ccc1N1CCCC1	7%	i	28%	-1%	0%
O=C1OCCN1c1c(-c2ccccc2)c(N2CCOCC2)nc2ccccc12	3%	7.5%	-2%	-2%	-2%
COc1ccc(-c2[nH]ncc2CN(C)Cc2cccnc2)c(OC)c1	-1%	i	-9%	-3%	-4%
N#Cc1c2c(c(Nc3ccc(F)cc3)n3c1nc1ccccc13)CCCC2	.	i	.	-4%	.
Cc1cc(NC(=O)c2ccc3c(c2)C(=O)N(c2cccc(C)c2C)C3=O)no1	-4%	4.9%	-6%	-4%	2%
CC(C)(C)C(=O)Nc1nnc(SCC(=O)Nc2nccs2)s1	-11%	7.0%	-3%	-9%	-2%
O=C1NC(Cc2ccc(O)cc2)c2nc3ccc(Cl)cc3c(=O)n2-c2ccc(Cl)cc21 (stereo not drawn)	.	.	19%	.	8%
COC(=O)c1c(NC(=O)C2CC(C)=C(C)CC2C(=O)O)sc2c1CCCCC2 (stereo not drawn)	-13%	i	52%	-9%	6%
O=C(Nc1cc(Cl)cc(Cl)c1)C(c1ccccc1)N1CCCCC1 (stereo not drawn)	0%	i	18%	5%	-4%
S=C(Cc1ccccc1)N1CCOCC1	.	2.5%	.	-18%	.
